APP 5'UTR act – APP 5'UTR luciferase reporter activation | AID 1276 | SH-SY5Y APP 5'UTR luciferase reporter, luminescence; zero percent = DMSO vehicle wells | activation, % at 2 µM | 1% of 190,000 active;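 active = activation above a set limit, based on mean plus 3 SD of controls, cut at about 140% in these data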; note: values of inactives mirror those of a sister screen read the other way
bIAP act – intestinal alkaline phosphatase (bovine) activation. activation factor at 20 µM. AID 1016. 0.17% of 200,000 active. purified bovine IAP, CDP-star luminescence, 30 min; active compounds read high; fold of DMSO-control signal, blank-subtracted;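 active = activation factor of 2 or more at 20 µM, a signal rise over negative controls twice the positive control's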
NF-kB neuron act – NF-kB expression increase, human neuronal cells | fold change at 12.5 µM | 1.6% of 190,000 active | NF-kB reporter expression; active compounds read high; in the data active = fold change above about 3.3
FLuc inhib CS – inhibits firefly luciferase, flagging false hits in luciferase inhibition screens. ATPLite firefly luciferase biochemical luminescence, 10 min. 1.5% of 200,000 active. inhibition, % at 10 µM;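 active = inhibition above about 50% when tested at 10 µM, limit read from the data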
Target sequence (P08659 whole entry, looked up): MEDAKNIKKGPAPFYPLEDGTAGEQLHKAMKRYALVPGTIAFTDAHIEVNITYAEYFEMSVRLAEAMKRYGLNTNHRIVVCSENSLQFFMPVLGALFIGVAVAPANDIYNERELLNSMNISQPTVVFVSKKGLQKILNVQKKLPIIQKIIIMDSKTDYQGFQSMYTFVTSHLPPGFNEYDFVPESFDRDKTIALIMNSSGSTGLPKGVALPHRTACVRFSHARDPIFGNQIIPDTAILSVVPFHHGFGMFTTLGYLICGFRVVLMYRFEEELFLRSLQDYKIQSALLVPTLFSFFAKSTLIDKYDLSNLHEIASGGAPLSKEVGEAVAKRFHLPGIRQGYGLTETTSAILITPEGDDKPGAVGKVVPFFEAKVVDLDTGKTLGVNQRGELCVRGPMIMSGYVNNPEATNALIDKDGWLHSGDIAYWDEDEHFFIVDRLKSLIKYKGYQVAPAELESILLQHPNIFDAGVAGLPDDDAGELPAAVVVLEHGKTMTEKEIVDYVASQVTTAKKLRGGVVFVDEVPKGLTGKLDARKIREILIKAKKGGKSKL
TNAP inh no acc – inhibitors of human TNAP without phosphate acceptor; inhibition, % at 20 µM; P05186; 0.26% of 200,000 active; purified TNAP, CDP-star luminescence, 30 min;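 active = tissue-nonspecific alkaline phosphatase inhibition above about 50% at 20 µM in the single-dose screen, limit read from the data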;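 note: 0% = DMSO negative control and 100% = EDTA positive control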
PMI act satM6P – increases human PMI activity with near-saturating mannose 6-phosphate; activation factor at 20 µM; P34949; 0.34% of 190,000 active; coupled PMI enzyme assay, resazurin fluorescence, 20 min; active compounds read high; 1 = untreated enzyme, 0 = substrate-free blank; AID 1216;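 active = activation factor of 2 or more at 20 µM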
Target sequence (P34949 whole entry, looked up): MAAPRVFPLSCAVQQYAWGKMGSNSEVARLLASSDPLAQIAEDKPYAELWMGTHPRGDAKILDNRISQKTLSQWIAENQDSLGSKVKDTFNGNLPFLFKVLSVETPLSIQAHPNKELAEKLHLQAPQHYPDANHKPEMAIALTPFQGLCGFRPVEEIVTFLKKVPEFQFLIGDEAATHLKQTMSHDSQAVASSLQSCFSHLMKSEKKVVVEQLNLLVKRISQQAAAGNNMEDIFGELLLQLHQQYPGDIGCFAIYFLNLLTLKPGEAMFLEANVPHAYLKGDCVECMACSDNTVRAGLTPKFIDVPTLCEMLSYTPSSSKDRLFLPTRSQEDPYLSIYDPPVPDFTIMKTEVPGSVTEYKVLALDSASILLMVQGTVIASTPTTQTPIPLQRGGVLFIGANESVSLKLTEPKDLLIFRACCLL
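test system = human PMI in coupled enzyme assay | medium = HEPES-buffered pH 7.4 with magnesium and detergent | also added = 1.0 mM mannose-6-phosphate substrate with 0.22 mM NADP+ | compound = 20 µM single dose | times = 20 min incubation at room temperature | measured by = resorufin fluorescence (Ex 544/Em 590 nm) from resazurin via diaphorase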
TNAP act hi DEA – TNAP (human) activation, high acceptor; activation factor at 20 µM; purified TNAP, CDP-star luminescence, 1 M DEA, 30 min; active compounds read high; 0 = EDTA background, 1 = DMSO-only activity; P05186; 200,000 tested, under 10 active; AID 1136;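 active = activation factor at least 2 at 20 µM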
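Control set: EDTA negative control, DMSO positive control / Assay system: human TNAP / Quantity: TNAP 1/800 final / Evaluation: TNAP activation factor scaled between EDTA and DMSO control wells / Measured by: luminescent substrate turnover signal / Compound dosing: one dose, 20 µM / Times: 30 min enzyme reaction at room temperature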
TNAP inh hiacc – inhibitors of human TNAP at high phosphate acceptor concentration; P05186; purified TNAP, CDP-star luminescence, 1 M DEA; inhibition, % at 20 µM; 0.03% of 200,000 active; AID 1135;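 active = over 50% inhibition of tissue-nonspecific alkaline phosphatase at 20 µM in the single-dose screen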;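 note: plate controls were DMSO wells for no effect and EDTA-quenched wells as full inhibition for full effect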
FLuc stim CS – affects firefly luciferase, flagging false hits in luciferase stimulation screens | ATPlite luciferase biochemical, luminescence, 10 min; 0 = ATP-free wells, 1 = DMSO control | P08659 | activation factor at 10 µM | 200,000 tested, under 10 active;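 active = luciferase activation factor, scaled between plate controls, of at least 2 with compound at 10 µM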
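Material: Luciferase/luciferin reagent mix; Doses: test compounds dosed from 2 mM stocks in 100% DMSO; Schedule: 10 min incubation after luciferase reagent addition, room temperature; Measured by: luminescence from luciferase reaction; Read-out: luminescence gain marking luciferase activators.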
PMI activator – increases human mannose-6-phosphate isomerase activity | P34949 | purified human PMI, coupled resazurin fluorescence, 20 min; active compounds read high; 1 = vehicle control, 0 substrate-free wells | activation factor at 20 µM | 0.005% of 190,000 active | AID 1214;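 active = activation factor of 2 or more at 20 µM, relative to plate controls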
Numbers without * were called inactive; nt = not tested or not shown.

SMILES	APP 5'UTR act	bIAP act	NF-kB neuron act	FLuc inhib CS	TNAP inh no acc	PMI act satM6P	TNAP act hi DEA	TNAP inh hiacc	FLuc stim CS	PMI activator
COCCCNc1c2c3c(cccc3[nH]c1=O)C(=O)c1ccccc1-2	-12.1	0.7	0.57	5.2	3.3	0.9	0.9	12.7	0.9	1.1
Cc1cccc(N/N=C2/COC(C)(C)CC2=O)c1	70.9	1	1.23	29.2	0.9	1.1	0.9	7.9	0.7	1.1
N#CC1C(=O)NC(N2CCN(c3ccccc3)CC2)=NC12CCCCC2 (stereo not drawn)	5.6	0.9	0.91	-3.4	-15.4	1	1	-3.9	1	0.9
CCN(CC)c1ccc(/C=N/NC(=O)C(O)c2ccccc2)cc1 (stereo not drawn)	-12.4	1.1	1.11	-0.8	-9.5	0.9	1	-3.5	1	0.9
COCCN(CCOC)Cc1c(O)ccc2c3c(c(=O)oc12)CCC3	9.3	1.1	1.01	-1.9	-10.2	0.5	1	-4.0	1	0.9
CCN(CC)CC(=O)c1c[nH]c2ccc(C)cc12	5.9	1	1.02	0.9	-7.9	0.9	1	-4.5	1	1
N#Cc1c(/N=C/c2ccccc2)oc(-c2ccccc2)c1-c1ccccc1	-0.8	0.9	1.19	-6.7	3.0	0.7	1	0.2	1.1	0.9
CN(C)/C=C(/C#N)C(=O)c1cccc(Oc2ccc(C(C)(C)C)cc2)c1	4.7	0.9	1.02	-0.6	-7.9	0.9	1	-4.6	1	0.9
CCCOc1ccc2c(C)c(CC(=O)OC)c(=O)oc2c1	nt	0.9	1.65	4.2	-1.7	1	1.1	-5.8	1	1
CCOC(=O)c1[nH]c(C)c(C(=O)NC(C)(C)C)c1C	-2.6	1	1.22	-4.1	-7.4	1	1	-2.8	1	1.1
COC(=O)c1ccc(-c2ccco2)n1Cc1cccc(C)c1	-2.8	0.6	1.06	-6.0	-13.1	0.9	1.1	-6.8	1.1	0.9
O=S(=O)(NCc1cccnc1)c1cccs1	22.0	1	0.95	-2.5	-1.6	0.8	1	-4.0	1	0.9
CCOC(=O)N1CCN(C(=O)COc2ccccc2OC)CC1	1.5	0.9	1.16	-8.3	-12.7	1	1.1	-7.1	1.1	1
Cc1cc(S(=O)(=O)N2CCCCCC2)c(Cl)cc1Cl	-0.5	0.6	0.87	-5.7	1.5	1.1	1	-2.0	1.1	1
CC(=O)c1c(NCc2ccccc2)nc(=O)n(-c2ccccc2)c1C	19.2	1	2.1	-1.1	-12.2	0.7	1	-2.1	1	1
NC(=O)c1nn(-c2ccccc2)nc1NC(=O)Cn1nnc(-c2ccccc2)n1	-4.7	1	0.89	-9.0	1.1	1.1	1	-1.8	1.1	1
CCOc1ccc(N2C(=O)CC(N3CCN(C(=O)c4ccco4)CC3)C2=O)cc1 (stereo not drawn)	-13.1	1.1	1.27	-2.0	-10.6	1	1	-4.4	1	1
Cc1ccc(/C=N/NC(=O)CN2CCN(S(=O)(=O)c3ccc(Br)cc3)CC2)s1	5.2	1	1.09	-4.9	-13.6	0.9	1	-4.0	1	1
COc1ccc(O)c(C(=O)CC(=O)c2ccccc2)c1	133.5	1	3.43*	19.6	-5.5	1	1	-3.9	0.8	1
Clc1ccccc1OCc1nc(-c2ccc(Br)o2)no1	11.5	0.3	2.84	1.3	-9.3	0.8	1	-0.3	1	0.8
Brc1cccc(-c2cnco2)c1	19.5	0.9	1.11	-1.0	-10.1	1.1	1.1	-5.2	1	1
Oc1cccc(Oc2ncc(C(F)(F)F)cc2Cl)c1	-3.9	0.9	1.32	-7.6	-5.9	1	1	-1.4	1.1	1
COc1ccc(C)cc1NC(=O)COC(=O)c1ccc([N+](=O)[O-])o1	2.0	0.9	1.32	-5.0	-11.8	0.8	1	-3.9	1.1	1
Cc1ccc(C)c(OCCCC(=O)Nc2ccccc2C(N)=O)c1	-0.6	1	1.26	4.3	-6.8	1	1	-2.2	1	0.9
O=C1CS(=O)CN1c1ccc(Oc2ccccc2)cc1 (stereo not drawn)	5.2	1	0.96	-6.0	-9.7	1	1.1	-6.5	1.1	1

NF-kB neuron act, hit marks shown above.
SMILES	APP 5'UTR act	bIAP act	NF-kB neuron act	FLuc inhib CS	TNAP inh no acc	PMI act satM6P	TNAP act hi DEA	TNAP inh hiacc	FLuc stim CS	PMI activator
COc1ccc(O)c(C(=O)CC(=O)c2ccccc2)c1	133.5	1	3.43*	19.6	-5.5	1	1	-3.9	0.8	1

(list continues)
SMILES	APP 5'UTR act	bIAP act	NF-kB neuron act	FLuc inhib CS	TNAP inh no acc	PMI act satM6P	TNAP act hi DEA	TNAP inh hiacc	FLuc stim CS	PMI activator
CC(C)C(=O)NC(=S)N(Cc1ccccc1)Cc1ccccc1	7.0	0.9	1.64	-7.8	-24.7	0.9	1	-1.7	1.1	0.8
CCOC(=O)C1=C(C)NC(=O)NC1c1cc(C)sc1C (stereo not drawn)	23.9	0.9	1.11	-6.0	-13.2	1	1	-4.4	1.1	0.9
COCCCNC(=S)N(Cc1cccnc1)Cc1ccc(OC)c(OC)c1	8.0	1	1.03	-6.4	-17.6	1	1	2.4	1.1	1
COCCn1c(=NC(=O)c2ccc(S(=O)(=O)N3CCc4ccccc4C3)cc2)sc2cc(OC)ccc21	-16.0	1	1.05	0.4	-5.8	0.9	1	-3.8	1	1
Cc1cccc(N2CCN(C3=NC(=O)C(Cc4ccccc4)S3)CC2)c1 (stereo not drawn)	5.1	0.4	1.15	-8.7	4.7	0.9	1	1.0	1.1	0.9
CCCCC(=O)Nc1ccc(N2CCN(C(=O)CC)CC2)cc1	9.2	1	1.01	-1.8	-7.3	0.9	1	-0.9	1	0.8
Cc1cc(-c2ccccc2)c(C#N)c(=S)[nH]1	3.4	1	1.05	6.7	-11.1	1	1	1.7	0.9	1
COc1cc(NS(=O)(=O)c2ccc(NC(=O)C34CC5CC(CC(C5)C3)C4)cc2)ncn1	9.4	0.9	0.98	-7.4	-8.2	0.9	1	-2.3	1.1	0.9
C=CCCC(=O)Nc1nc(C)c(-c2csc(Nc3ccc(Cl)cc3Cl)n2)s1	12.8	1	1.02	-7.0	-2.9	0.7	1	-2.2	1.1	0.6
CN(C)CCCOc1nc2c(c(=O)n(C)c(=O)n2C)n1C	3.8	0.9	1.05	-9.5	-5.2	1.1	1	-0.5	1.1	1.1
O=C(Nc1ccc(Cl)cn1)c1ccccc1F	182.9*	0.9	2.86	41.9	-13.6	0.9	1	-3.5	0.6	0.9
CC[n+]1c(/C=C2\C=C(C)CC(C)C2)sc2ccccc21 (stereo not drawn)	-5.1	0.8	0.92	-3.1	0.4	1.9	1	0.8	1	1.2
O=C(O)CSc1nnc(-c2cccs2)n1-c1ccc(Cl)cc1	8.7	1	1.19	-2.1	-7.1	1	1	0.4	1	0.9
CCO[C@@H]1OC(C(=O)NCc2ccccc2)=C[C@H](c2csc3ccccc23)[C@H]1CCCO	9.6	1.1	1.13	-1.8	-4.2	0.8	1	-3.2	1	0.8
Cc1ccn(C(=O)c2cc3cc(Cl)ccc3oc2=O)n1	-6.0	0.9	0.83	0.0	0.1	1.2	0.9	6.3	1	1.2
CCCN(CCC)C(=O)c1c(NC(=O)CC)sc2c1CCCCC2	-19.9	1	0.81	3.5	-4.0	0.9	1	1.0	1	0.9
CCN1CCN(c2nc(-c3ccncc3)nc3ccccc23)CC1	-12.9	1	0.99	-5.6	-2.5	0.9	1	-1.5	1.1	1
COc1ccc(Oc2cn[nH]c2-c2ccc(O)cc2O)cc1	-2.8	1.6	0.95	2.5	22.5	1	1	-0.5	1	1
COc1ccc(-n2cnnc2SCC(=O)Nc2cc(C)on2)cc1	13.5	1	1.06	3.0	-10.2	0.9	1	3.4	1	0.9

Compound profiles, from the list above. Order of screens: APP 5'UTR act, bIAP act, NF-kB neuron act, FLuc inhib CS, TNAP inh no acc, PMI act satM6P, TNAP act hi DEA, TNAP inh hiacc, FLuc stim CS, PMI activator
CC[n+]1c(/C=C2\C=C(C)CC(C)C2)sc2ccccc21 (stereo not drawn) across the screens: -5.1, 0.8, 0.92, -3.1, 0.4, 1.9, 1, 0.8, 1, 1.2
CN(C)CCCOc1nc2c(c(=O)n(C)c(=O)n2C)n1C across the screens: 3.8, 0.9, 1.05, -9.5, -5.2, 1.1, 1, -0.5, 1.1, 1.1

Some values from above:
For APP 5'UTR act, `COCCn1c(=NC(=O)c2ccc(S(=O)(=O)N3CCc4ccccc4C3)cc2)sc2cc(OC)ccc21` is entered as -16.0
For PMI activator, `Cc1ccn(C(=O)c2cc3cc(Cl)ccc3oc2=O)n1` is entered as 1.2
For TNAP inh no acc, `CCCN(CCC)C(=O)c1c(NC(=O)CC)sc2c1CCCCC2` is entered as -4.0
For APP 5'UTR act, `COc1cc(NS(=O)(=O)c2ccc(NC(=O)C34CC5CC(CC(C5)C3)C4)cc2)ncn1` is entered as 9.4
For NF-kB neuron act, `C=CCCC(=O)Nc1nc(C)c(-c2csc(Nc3ccc(Cl)cc3Cl)n2)s1` is entered as 1.02
For FLuc stim CS, `CCO[C@@H]1OC(C(=O)NCc2ccccc2)=C[C@H](c2csc3ccccc23)[C@H]1CCCO` is entered as 1
For bIAP act, `CCOC(=O)C1=C(C)NC(=O)NC1c1cc(C)sc1C` (stereo not drawn) is entered as 0.9

Screening data from PubChem.

Not a hit list. Share with any hit: about 3.6%.
